uPA surface inh: inhibitors of cell surface uPA generation; cell surface uPA generation assay, qHTS; Potency, µM (highest dose often 38.3 µM), for the others: at the highest dose activity change, negative = inhibition, usual class: inhibitors; hit rate 0.31% among 330,000; AID 540303; active = well fitted inhibition curve with a large enough effect; inconclusive = small, poorly fitted or top-dose-only effect; inactive = no such curve, though single readings can be large or run the other way; tested in mouse RAW 264.7 cells; note: % is set by controls: 0 for no effect and ±100 for the full control effect; nearly all actives have a fitted effect of over 55% in size
CXXC DNA block: inhibitors of human MLL CXXC domain-DNA interaction; Q03164; MLL-CXXC / FITC-HOXA9 DNA fluorescence polarization; Potency, µM (doses to about 115 µM), for the others: at the highest dose activity change, negative = inhibition, actives largely listed as inhibitors; hit rate 0.037% among 290,000; AID 2662; active = well fitted inhibition curve with a large enough effect in the polarisation, with a control signal flat, not every such curve was filed as active; inconclusive = small, poorly fitted or top-dose-only effect, or effect the other way, or a change in a side signal; inactive = no such curve, though single readings can be large or run the other way; the % refers to the polarisation
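Purified MLL-CXXC (added from a 7 uM solution) was preincubated 5 min at ambient with pinned compounds in 50 mM Tris-HCl pH 7.5, 50 mM NaCl, 1 mM DTT, 0.05% BSA. Fluorescein-labeled HOX-A9 DNA (50 nM solution) followed, 30 min, then polarization read.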
ELG1 genotoxic: genotoxicity induction in ELG1-luciferase HEK293T cells; HEK293T ELG1-luciferase reporter, luminescence, 16 h; Potency, µM (doses to about 46 µM), for the others: at the top dose activity change, positive = activation, usual class: activators; hit rate 1.3% among 330,000; note: % of control where 0% means no effect; nearly all actives have a fitted effect of over 60% in size
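Luminescence read-out: rising ELG1-luciferase signal, reflecting elevated ELG1 protein under genetic stress, flags genotoxic compounds. Cells were treated for 16 hr at 37 °C before ONE-Glo detection.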
RORg inh: inhibitors of mouse ROR gamma transcriptional activity. Drosophila S2 Gal4-RORgamma UAS-luciferase reporter, 20 h. Potency, µM (highest dose often 53.6 µM), for the others: top-dose activity change, negative = inhibition, actives largely listed as inhibitors. hit rate 5.4% among 310,000. AID 2551; note: % is set by controls: 0 for no effect and ±100 for the full control effect; nearly all actives have a fitted effect of over 60% in size
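Luciferase reporter read in Schneider cells carrying Gal4-RORγ (mouse) and UAS-Photinus luciferase; cells given compound 1 h before 700 uM copper sulfate induction, then incubated 20 h at ambient temperature.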
NPC1 prom act: activates the NPC1 promoter. Huh7 NPC1 promoter luciferase reporter, 24 h. Potency, µM (series often up to 9.22 µM), for the others: at the top dose activation, usual class: activators. hit rate 2.4% among 320,000. AID 485313;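 note: % of control where 0% means no effect; nearly all actives have a fitted effect of over 60% in size; reporter is driven by a mutant NPC1 promoter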
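Stable NPC1-promoter luciferase Huh7 line; cpd (DMSO) 24 h, 37 °C, 5% CO2; Amplite luciferase reagent 10 min RT; luminescence readout. qHTS format.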
FLuc modulator: inhibits or activates purified firefly luciferase, miR-21 counter-screen | P08659 | purified FLuc, Km substrates, luminescence inhibition | Potency, µM (top dose mostly 57.5 µM), for inactives: at the top dose activity change, negative = inhibition, hits mostly inhibitors | hit rate 6.9% among 360,000 | AID 588342;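 note: plate controls were vehicle for no effect and reference inhibitor for full effect; nearly all actives have a fitted effect of over 55% in size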
Target sequence (P08659 whole entry, looked up): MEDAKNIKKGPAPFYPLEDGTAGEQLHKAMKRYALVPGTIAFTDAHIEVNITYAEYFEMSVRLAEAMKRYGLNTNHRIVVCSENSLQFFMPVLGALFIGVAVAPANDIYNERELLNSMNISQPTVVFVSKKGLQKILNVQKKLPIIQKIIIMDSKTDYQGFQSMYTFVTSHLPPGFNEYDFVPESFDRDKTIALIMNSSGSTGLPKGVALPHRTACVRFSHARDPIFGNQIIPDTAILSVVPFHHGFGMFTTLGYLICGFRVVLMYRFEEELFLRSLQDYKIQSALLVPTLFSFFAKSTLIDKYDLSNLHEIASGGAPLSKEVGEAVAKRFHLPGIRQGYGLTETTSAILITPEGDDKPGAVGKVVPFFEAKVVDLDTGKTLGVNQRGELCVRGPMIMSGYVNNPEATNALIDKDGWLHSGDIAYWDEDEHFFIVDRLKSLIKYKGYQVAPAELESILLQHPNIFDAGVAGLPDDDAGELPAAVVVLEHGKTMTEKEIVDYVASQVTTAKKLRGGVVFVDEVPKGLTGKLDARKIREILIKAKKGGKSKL
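Purified P. pyralis luciferase, 10 nM final, with Km-level 10 uM D-luciferin and 10 uM ATP in 50 mM Tris acetate pH 7.5, 10 mM Mg acetate, 0.01% Tween-20, 0.05% BSA; 6-point qHTS titration about 60 µM downward; luminescence read.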
MBNL1-CUG inh: MBNL1-poly(CUG) RNA binding inhibition. Q9NR56. AID 2675. Potency, µM (highest dose often 57.5 µM), for inactives: at the highest dose activity change, negative = inhibition, usual class: inhibitors. TR-FRET MBNL1-His/biotin-(CUG)12 binding, 665/545 ratio. hit rate 0.036% among 280,000; active = well fitted inhibition curve with a large enough effect in the signal ratio, with a control signal flat, not every such curve was filed as active; inconclusive = small, poorly fitted or top-dose-only effect, or effect the other way, or a change in a side signal; inactive = no such curve, though single readings can be large or run the other way; the % refers to the signal ratio; note: % is set by controls: 0 for no effect and ±100 for the full control effect
Target sequence (Q9NR56 whole entry, looked up): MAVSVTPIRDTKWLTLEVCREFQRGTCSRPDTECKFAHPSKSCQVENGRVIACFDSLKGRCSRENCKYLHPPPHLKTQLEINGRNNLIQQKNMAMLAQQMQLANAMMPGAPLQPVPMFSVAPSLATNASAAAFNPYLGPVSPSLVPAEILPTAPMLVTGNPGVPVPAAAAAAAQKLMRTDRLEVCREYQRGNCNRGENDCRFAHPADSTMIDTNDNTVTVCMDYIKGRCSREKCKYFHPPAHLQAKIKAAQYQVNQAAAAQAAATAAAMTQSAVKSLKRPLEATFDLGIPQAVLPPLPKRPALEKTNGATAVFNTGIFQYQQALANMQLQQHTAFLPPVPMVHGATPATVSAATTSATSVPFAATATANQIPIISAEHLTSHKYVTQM
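Inhibition of protein-RNA binding appears as loss of TR-FRET between terbium anti-His antibody on MBNL1-His and streptavidin-XL665 on biotin-(CUG)12. Activity is normalized to buffer-only and uninhibited-complex controls.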
Rab9 promoter act: activators of Rab9 promoter | Huh7 Rab9 promoter-luciferase reporter, luminescence, 24 h | Potency, µM (highest dose often 9.22 µM), without a hit: at the highest dose activation, negative = inhibition, hits mostly activators | hit rate 2.8% among 320,000 | AID 485297; note: % of control where 0% means no effect; nearly all actives have a fitted effect of over 60% in size
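Rab9 promoter-driven luciferase in stably transfected Huh7 cells; 1500 cells/well rested 2 h, exposed to compound in DMSO for 24 h at 37 °C, 5% CO2. Luminescence read 10 min after adding luciferase reagent at ambient temperature.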
VP16 counter: inhibits Gal4-VP16 luciferase reporter, ROR gamma counter-screen; Drosophila S2 Gal4-VP16 UAS-luciferase, luminescence, 20 h; hit rate 3.5% among 310,000; Potency, µM (doses to about 53.6 µM), without a hit: at the highest dose activity, negative = inhibition, most hits filed as inhibitors;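 note: Gal4-VP16 expression switched on by copper sulfate through the metallothionein promoter; % is set by controls: 0 for no effect and ±100 for the full control effect; nearly all actives have a fitted effect of over 50% in size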
p53 reactivation: re-activators of mutant p53. AID 504706. H1299 p53-A138V BP100-luciferase reporter, luminescence, 24 h. hit rate 0.063% among 320,000. Potency, µM (top dose mostly 92.2 µM), for inactives: at the top dose activity change, positive = activation, most hits filed as activators; note: % of control where 0% means no effect; nearly all actives have a fitted effect of over 45% in size
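H1299 (p53-null), stable ts p53-A138V + BP100-Luc; 1000 cells/well, Opti-MEM/10% FBS; cpd 4 pt, 1:5; 24 h, 37 deg C, 5% CO2; detection reagent 10 min RT; luminescence.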
BRCA1 expr act: activators of BRCA1 expression | MCF7-BRCA1-FFLuc reporter, luminescence, 48 h; response scale: scaled: vehicle 0%, 10 µM genistein 100% | Potency, µM (top dose mostly 46.1 µM), for inactives: top-dose activation, hits mostly activators | hit rate 1.1% among 380,000; note: nearly all actives have a fitted effect of over 80% in size; some results filed as inactive show a strong effect at the top dose
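Reporter cells (MCF7, BRCA1 promoter-firefly luciferase) received library compounds across a concentration series for 48 h. End-point luminescence was measured and concentration-effect curves derived after normalization.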
Starred values were filed as active, the others as inactive; [ ] = remark or other dose. Unless noted, calls come from the whole dose curve; as a rule, active = well fitted curve in the direction sought with a large enough effect; inconclusive = small, poorly fitted or top-dose-only effect, or another doubt; inactive = no such curve, though single readings can be large; an effect the other way counts as inactive or inconclusive. Potency is the fitted concentration of half-maximal effect. Not all compounds are listed, so the mix of outcomes need not match the whole.

`Cc1ccc(C(=O)NC2CCCCCC2)cc1N1CCCC1=O` gave uPA surface inh -3%, CXXC DNA block -2%, ELG1 genotoxic 3%, RORg inh 4%, NPC1 prom act 9%, FLuc modulator -8%, MBNL1-CUG inh 0%, Rab9 promoter act 18%, VP16 counter -6%, p53 reactivation 4% and BRCA1 expr act 42%.
`Cc1ccc(C(=O)CSc2nnnn2-c2ccccc2)o1` gave uPA surface inh -13%, CXXC DNA block 6%, ELG1 genotoxic 8%, RORg inh inconclusive, NPC1 prom act 8%, FLuc modulator inconclusive, Rab9 promoter act 21%, VP16 counter -3%, p53 reactivation 10% and BRCA1 expr act inconclusive.
CCc1ccc(NC(=O)N2CCCCCC2)cc1 was read as uPA surface inh -4%, CXXC DNA block inconclusive, ELG1 genotoxic 21µM*, RORg inh -27%, NPC1 prom act 2.2µM*, FLuc modulator 13µM*, MBNL1-CUG inh 153%[activator], Rab9 promoter act 1.8µM*, VP16 counter inconclusive, p53 reactivation inconclusive and BRCA1 expr act 7.1µM*.
Screening COc1ccc(S(N)(=O)=O)cc1N(C)S(=O)(=O)c1ccccc1 returned uPA surface inh -3%, CXXC DNA block 22%, ELG1 genotoxic -1%, RORg inh 1%, NPC1 prom act 0%, FLuc modulator 1%, MBNL1-CUG inh -10%, Rab9 promoter act -4%, VP16 counter 1%, p53 reactivation -3% and BRCA1 expr act 32%.
`O=C(NCc1ccc(F)cc1)C1CCN(S(=O)(=O)N2CCOCC2)CC1` gave uPA surface inh -13%, CXXC DNA block -4%, ELG1 genotoxic 0%, RORg inh -4%, NPC1 prom act -2%, FLuc modulator 0%, MBNL1-CUG inh 3%, Rab9 promoter act 3%, VP16 counter -2%, p53 reactivation 3% and BRCA1 expr act 3%.
C/C=C/c1ccc(OCCOc2ccc(C=O)cc2OC)c(OC)c1 was read as uPA surface inh -5%, CXXC DNA block 1%, ELG1 genotoxic -2%, RORg inh 5%, NPC1 prom act 10%, FLuc modulator 12%, MBNL1-CUG inh inconclusive, Rab9 promoter act 11%, VP16 counter -15%, p53 reactivation -6% and BRCA1 expr act 3%.
`COc1ccc(N(CC(=O)NCCSCc2ccco2)S(=O)(=O)c2ccccc2)cc1Cl` gave uPA surface inh -20%, CXXC DNA block 9%, ELG1 genotoxic -12%, RORg inh 17%, NPC1 prom act 2%, FLuc modulator 0%, MBNL1-CUG inh -17%, Rab9 promoter act 0%, VP16 counter inconclusive, p53 reactivation -12% and BRCA1 expr act -29%.
Screening COC(=O)c1sc(SC)c(S(=O)(=O)C(C)C)c1N/N=C(\C#N)C(=O)c1ccccc1 returned uPA surface inh 2%, CXXC DNA block 5%, ELG1 genotoxic -11%, RORg inh inconclusive, NPC1 prom act 5%, FLuc modulator -1%, Rab9 promoter act -4%, VP16 counter -5%, p53 reactivation 0% and BRCA1 expr act -45%.
For COC(=O)n1ccc(C(=O)Nc2ccccc2F)n1 the results were uPA surface inh -1%, CXXC DNA block -9%, ELG1 genotoxic 12%, RORg inh 23%, NPC1 prom act 24%, FLuc modulator -11%, MBNL1-CUG inh 5%, Rab9 promoter act 19%, VP16 counter 12%, p53 reactivation inconclusive and BRCA1 expr act 71%.
`COc1ccc(C(=O)N2CCCC(Nc3ccc(F)cc3)C2)cc1F` (configuration not stated) gave uPA surface inh 19%, CXXC DNA block -3%, ELG1 genotoxic 0%, RORg inh 24%, NPC1 prom act 0%, FLuc modulator 5%, MBNL1-CUG inh 3%, Rab9 promoter act 0%, VP16 counter 2%, p53 reactivation 5% and BRCA1 expr act -5%.
`Fc1ccc(C2CCCN2Cc2nc(Cc3ccccc3)no2)cc1` (configuration not stated) gave uPA surface inh 4%, CXXC DNA block -2%, ELG1 genotoxic -1%, RORg inh inconclusive, NPC1 prom act -2%, FLuc modulator 0%, MBNL1-CUG inh 1%, Rab9 promoter act 0%, VP16 counter 1%, p53 reactivation 0% and BRCA1 expr act -5%.
Screening CCCn1cnc2scc(-c3ccc(OC)cc3)c2c1=O returned uPA surface inh -9%, CXXC DNA block 8%, ELG1 genotoxic 0%, RORg inh -26%[1.91 µM], NPC1 prom act -4%, FLuc modulator -13%, MBNL1-CUG inh -2%, Rab9 promoter act 3%, VP16 counter 0% and BRCA1 expr act -13%.
Screening O=C1OCC2=C1C(c1ccc(F)cc1)Sc1ccccc1N2 (configuration not stated) returned uPA surface inh -9%, CXXC DNA block 19%, ELG1 genotoxic -4%, RORg inh inconclusive, NPC1 prom act -2%, FLuc modulator 0%, MBNL1-CUG inh -1%, Rab9 promoter act -6%, VP16 counter -20%, p53 reactivation 3% and BRCA1 expr act -31%.
CCOC(=O)c1c(C)[nH]c(C)c1S(=O)(=O)NCCCc1ccco1 was read as uPA surface inh -8%, CXXC DNA block 1%, ELG1 genotoxic 0%, RORg inh 15%, NPC1 prom act 3%, FLuc modulator -1%, MBNL1-CUG inh 0%, Rab9 promoter act 4%, VP16 counter -3%, p53 reactivation 0% and BRCA1 expr act -12%.
`CCN1C(=O)/C(=C/N2CCc3ccccc3C2)SC1=S` gave uPA surface inh -2%, CXXC DNA block 5%, ELG1 genotoxic 10%, RORg inh -2%, NPC1 prom act inconclusive, FLuc modulator 24µM*, MBNL1-CUG inh inconclusive, Rab9 promoter act inconclusive, VP16 counter 4%, p53 reactivation 4% and BRCA1 expr act 0%.
COc1ccc(CN2C(=O)c3cccnc3C2=O)cc1S(=O)(=O)N1CCOc2ccc(C)cc21 was read as uPA surface inh 6%, CXXC DNA block 5%, ELG1 genotoxic 0%, RORg inh -22%, NPC1 prom act 1%, FLuc modulator 4%, MBNL1-CUG inh inconclusive, Rab9 promoter act -4%, VP16 counter -3%, p53 reactivation 9% and BRCA1 expr act -14%.
For CC1CCC/C(=N\NS(=O)(=O)c2ccccc2)C1 (configuration not stated) the results were uPA surface inh 5%, CXXC DNA block -13%, ELG1 genotoxic 0%, RORg inh -10%, NPC1 prom act -1%, FLuc modulator -2%, Rab9 promoter act 0%, VP16 counter 0%, p53 reactivation -1% and BRCA1 expr act 4%.
Screening Clc1ccc(-c2onc3c2CCCC3)cc1 returned uPA surface inh 2%, CXXC DNA block 14%, ELG1 genotoxic 21%, RORg inh inconclusive, NPC1 prom act 5%, FLuc modulator inconclusive, MBNL1-CUG inh -2%, Rab9 promoter act 11%, VP16 counter inconclusive, p53 reactivation 9% and BRCA1 expr act 29%.
`COc1ccc(N2CC(C(=O)OCC(=O)c3cccc(OC)c3)CC2=O)cc1` (configuration not stated) gave uPA surface inh 4%, CXXC DNA block -1%, ELG1 genotoxic 1%, RORg inh 4%, NPC1 prom act -6%, FLuc modulator -4%, MBNL1-CUG inh -7%, Rab9 promoter act -1%, VP16 counter -11%, p53 reactivation 4% and BRCA1 expr act -1%.
O=C(NCCO)/C(=C\c1cccc([N+](=O)[O-])c1)NC(=O)c1ccco1 was read as uPA surface inh 19%, CXXC DNA block -3%, ELG1 genotoxic 0%, RORg inh 2%, NPC1 prom act 0%, FLuc modulator 0%, MBNL1-CUG inh inconclusive, Rab9 promoter act -4%, VP16 counter -14%, p53 reactivation 5% and BRCA1 expr act 0%.
Screening CC(C)CC(=O)N1CCN(Cc2cccc(F)c2)CC1 returned uPA surface inh -3%, CXXC DNA block 1%, ELG1 genotoxic -3%, RORg inh 1%, NPC1 prom act 2%, FLuc modulator 5%, MBNL1-CUG inh -7%, Rab9 promoter act -3%, VP16 counter -5%, p53 reactivation -2% and BRCA1 expr act 0%.
For O=[N+]([O-])c1ccc(N2CCN(C(=S)Nc3ccc(F)cc3)CC2)cc1 the results were uPA surface inh -14%, CXXC DNA block 1%, ELG1 genotoxic -3%, RORg inh inconclusive, NPC1 prom act -8%, FLuc modulator 1%, MBNL1-CUG inh inconclusive, Rab9 promoter act 1%, VP16 counter inconclusive, p53 reactivation -5% and BRCA1 expr act -26%.
CCn1cc(C2C(C(=O)Nc3ccc(Br)cn3)=C(C)NC3=C2C(=O)CCC3)c(C)n1 (configuration not stated) was read as uPA surface inh 3%, CXXC DNA block -2%, ELG1 genotoxic 0%, RORg inh 2%, NPC1 prom act -1%, FLuc modulator 3%, MBNL1-CUG inh -11%[11.5 µM], Rab9 promoter act 1%, VP16 counter -15%, p53 reactivation -28% and BRCA1 expr act 20%.

Compound activity deposited in PubChem by National Center for Advancing Translational Sciences (NCATS).
